M1 ag parental = nonselective activator or artifact in parental CHO-K1 cells; Fluo-8 calcium fluorescence; scaled to maximal ATP response, vehicle zero; activation, % at 3 µM; actives 0.48% (n = 360,000); in the data active = activation above about 15%;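 also: untransfected CHO-K1 host cells lacking M1 receptor as counterscreen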
TAAR1 ag = agonists of human TAAR1; AID 624467; activation, % at 3 µM; Q96RJ0; CHO RD-HGA16 TAAR1, Fluo-8 calcium fluorescence; vehicle wells 0%, saturating PEA agonist 100%; actives 0.99% (n = 360,000);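 active = activation above the mean activation of all test compounds in the run plus 3 SD, cut at about 38% in these data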
Target sequence (Q96RJ0 whole entry, looked up): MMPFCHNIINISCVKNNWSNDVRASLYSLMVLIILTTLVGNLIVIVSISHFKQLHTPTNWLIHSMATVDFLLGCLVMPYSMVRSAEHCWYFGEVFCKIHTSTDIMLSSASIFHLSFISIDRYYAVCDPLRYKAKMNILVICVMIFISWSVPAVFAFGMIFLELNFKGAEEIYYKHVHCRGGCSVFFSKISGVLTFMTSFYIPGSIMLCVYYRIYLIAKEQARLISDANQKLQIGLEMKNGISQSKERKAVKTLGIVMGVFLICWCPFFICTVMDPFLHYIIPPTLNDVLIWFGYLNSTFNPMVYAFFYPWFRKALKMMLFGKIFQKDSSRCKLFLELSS
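Benchmarks: low control DMSO, high control PEA (EC100); System: CHO RD-HGA16 cells carrying human TAAR1 plus Gα16; Detection: Fluo-8 fluorescence, 5 s baseline then 140 s kinetic read; Schedule: 17-24 h plating, Fluo-8 75 min 37 °C, 30 min RT; Read-out basis: % activation from peak over basal fluorescence ratio, DMSO-to-PEA scaled.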
M1 ag = activates human CHRM1 receptor | actives 0.33% (n = 360,000) | CHO-K1 hM1, Fluo-8 calcium fluorescence, agonist mode; 0% DMSO, 100% acetylcholine EC100 | AID 588814 | activation, % at 3 µM | P11229;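 active = activation above the run's mean compound activation plus 3 SD, cut at about 16% in these data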;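 also: peak over basal fluorescence ratio within a 140 s kinetic read after compound addition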
OXTR potentiate = potentiators of human oxytocin receptor | P30559 | CHO-OTR cells, Fluo-8 calcium fluorescence, potentiator mode; 0% = oxytocin EC15, 100% = EC100 | activation, % at 3 µM | actives 0.061% (n = 320,000);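 active = activation above that plate's cutoff, the mean activation of tested compounds plus 3 SD, cut at about 6.6% in these data, passing the limit was not always enough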;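 also: 100% uses oxytocin at 75 nM as the full agonist control; some results filed as inactive read as strong as hits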
Target sequence (P30559 whole entry, looked up): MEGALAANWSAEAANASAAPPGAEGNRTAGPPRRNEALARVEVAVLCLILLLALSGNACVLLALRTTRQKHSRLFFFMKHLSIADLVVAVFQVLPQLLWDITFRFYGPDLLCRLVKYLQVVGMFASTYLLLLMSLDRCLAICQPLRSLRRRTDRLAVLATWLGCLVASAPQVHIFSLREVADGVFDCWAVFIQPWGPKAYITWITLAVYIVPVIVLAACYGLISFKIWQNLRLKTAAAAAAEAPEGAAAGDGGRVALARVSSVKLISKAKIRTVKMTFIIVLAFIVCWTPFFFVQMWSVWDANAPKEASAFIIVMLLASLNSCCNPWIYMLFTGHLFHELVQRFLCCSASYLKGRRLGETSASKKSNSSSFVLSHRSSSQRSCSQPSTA
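Dosing: Single dose, 3.0 µM nominal final compound concentration | Material: Human OTR in CHO cells | Technique: Kinetic Fluo-8 calcium fluorescence | Benchmarks: EC15 oxytocin alone as 0%, 75 nM oxytocin as 100% | Probe or stimulus: Oxytocin at about EC15, sub-maximal agonist stimulus | Incubation: Compound 6 min at room temperature before oxytocin, 100 s read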
M1 PAM parental = counter-screen for M1 PAMs: effect in parental CHO-K1 cells. activation, % at 3 µM. actives 0.02% (n = 360,000). ATP EC20, Fluo-8 calcium fluorescence; 0% at ATP EC20, 100% at ATP max;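 active = activation above the run cutoff, the mean activation of all test compounds plus 3 SD, cut at about 40% in these data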;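 also: peak over basal fluorescence ratio in a 140 s read after ATP addition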
CHO-K1 Ca antag = M1 antagonist counterscreen hit in parental CHO-K1 cells. actives 0.6% (n = 360,000). ATP-induced calcium, Fluo-8 fluorescence. AID 602250. inhibition, % at 3 µM;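 active = inhibition above a per-plate cutoff, the plate's mean sample inhibition plus 3 SD, cut at about 24% in these data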;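 also: 0% = DMSO plus EC80 ATP and 100% = DMSO alone without ATP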
M1 antag = human CHRM1 antagonism | AID 588852 | P11229 | actives 1.3% (n = 360,000) | CHO-K1 hM1, Fluo-8 calcium fluorescence, ACh EC80 antagonist | inhibition, % at 3 µM;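 active = percent inhibition above its own plate's cutoff, namely the mean of that plate's compound wells plus 3 SD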;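 also: peak over basal fluorescence ratio during 140 s after agonist addition; 0% = ACh EC80 plus DMSO and 100% = DMSO alone without agonist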
TAAR1 antag = human TAAR1 antagonism | Q96RJ0 | CHO RD-HGA16 TAAR1, Fluo-8 calcium fluorescence, antagonist | inhibition, % at 3 µM | actives 1.5% (n = 360,000);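 active = inhibition above a per-plate cutoff, the mean inhibition of test compounds on that plate plus 3 SD, cut at about 49% in these data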;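 also: 0% = DMSO plus EC80 beta-PEA response and 100% = DMSO alone without agonist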
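Test system: hTAAR1-expressing CHO RD-HGA16 cells, Gα16-coupled; Probe or stimulus: EC80 β-phenethylamine stimulus; Compound dosing: single nominal final test compound concentration of 3 µM; Timing: 140 s kinetic read after compound, 140 s after agonist; Signal: Fluo-8 calcium-sensitive fluorescence; Measure: % inhibition of agonist calcium response; Controls: DMSO and EC80 PEA controls.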
CHO parental Ca = counter-screen: ATP calcium response change in parental CHO cells | inhibition, % at 5.6 µM | parental CHO-K1, ATP-induced calcium, Fluo-8 fluorescence | AID 463079 | actives 0.63% (n = 330,000);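 active = inhibition above that plate's mean sample inhibition plus 3 SD, cut at about 26% in these data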;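 also: 0% = ATP-challenged DMSO wells and 100% = DMSO wells without ATP; some compounds past the cut are filed as inactive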
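Test system: untransfected parental CHO cell line; also added: ATP stimulus; dosing: 5.6 µM, single dose; signal: calcium-sensitive Fluo-8 fluorescence; measure: percent inhibition of ATP-evoked calcium rise, normalized to controls; benchmarks: low control ATP plus DMSO, high control DMSO only; replication: one well per compound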
The depositor's hits bear a star; nt = not tested or not shown; & = joins results of further samples. Random draw from the library; overall some 4.2% were active at least once.

SMILES	M1 ag parental	TAAR1 ag	M1 ag	OXTR potentiate	M1 PAM parental	CHO-K1 Ca antag	M1 antag	TAAR1 antag	CHO parental Ca
Cc1ccc(CN2C(=O)CCC2(C)c2nnnn2Cc2ccccc2)cc1 (configuration not stated)	0.8	2	nt	nt	10	-9	nt	14	nt
COc1ccc(C(=O)Nc2ccc3nc(N4CCOCC4)sc3c2)cc1OC	0.2	10	-3	2	-6	-6	4	4	-15
O=C(/C=C/c1ccccc1)c1ccccn1	0.5	0	-3	-9	-3	-6	-6	9	-4
CC(=O)COC(=O)CCc1nc2ccccc2[nH]c1=O	0.5	2	-2	8	10	-20	7	-16	-3
CC(=O)c1ccc(NC(=O)c2ccc(S(=O)(=O)c3ccccc3)cc2)cc1	8.1	21	-4	-9	1	16	19	69*	-2
CCOc1ccc(NC(=O)/C=C/c2ccc(OC)cc2)c([N+](=O)[O-])c1	0.6	4	-4	-5	11	-2	1	7	0
CCOC(=O)N1CCN(S(=O)(=O)N2CCCC(C(=O)NCc3ccccc3OCC)C2)CC1 (configuration not stated)	1.4	3	2	nt	-9	17	-2	-22	nt
O=S(=O)(c1ccc(Cl)s1)N1CCN(CCc2ccccc2)CC1	1.7	8	-1	-4	-9	-2	-2	-8	-10
CC(NC(=O)c1ccc(Cl)cc1)C(=O)N1CCCCC1 (configuration not stated)	0.6	1	-3	2	10	-6	-12	-10	1
COc1ccc(NC(=O)O/N=C/c2ccncc2)cc1	0.2	0	-4	-14	-9	15	11	18	2
CCOc1ccccc1OCCCC(=O)NC1=NCCS1	0.8	1	-1	-20	21	-7	-4	2	-20
Cc1cc(-c2ccccc2)nc(N(C)NC(=O)c2c(F)cccc2F)c1S(C)(=O)=O	1.2	7	-2	-5	0	0	0	11	-6
[O-]/[N+](=C\c1ccccc1)c1ccccc1	0.4	5	-1	0	8	-7	1	-3	-12
Cc1ccc(OCCN2C(=O)C(=O)c3cccc(C)c32)cc1	-0.1	-2	2	-3	1	-7	-2	-18	1
C=C(C)Cn1c(=S)[nH]c2ccccc2c1=O	0.2	3	-3	0	-19	3	-9	-8	0
COc1ccc(CNc2oc(C)nc2C#N)cc1	0.6	12	-7	-6	19	-3	-8	3	-6
N#CC1=C(N)SC2(CCCCC2)SC1c1ccccc1 (configuration not stated)	-0.2	nt	-4	-13	4	-8	-5	nt	2
O=C(CCN1C(=O)c2ccccc2C1=O)Nc1cccc(S(=O)(=O)N2CCCCC2)c1	3.0	10	-2	-3	11	-1	-2	27	-3
COc1ccc(N(CC(=O)NC2CCS(=O)(=O)C2)S(=O)(=O)c2ccc(Cl)c(Cl)c2)cc1 (configuration not stated)	2.3	2	-1	nt	22	-9	-14	-7	nt
CN(C)c1ccc(NC(=O)CN2CCc3ccccc3C2)cc1	0.4	4	-5	-9	-12	-6	-9	-12	-13
O=C(NC1CCCCC1)c1cc(-c2ccco2)on1	0.4	19	-6	0	16	-16	-10	1	5
CCOc1cc(N2CCOCC2)c(OCC)cc1NC(=O)CN1CCCC(C)C1 (configuration not stated)	10	8	-12	2	19	0	-2	-6	-10
COCCn1c(SCC(=O)c2ccccc2)nc2ccccc2c1=O	1.4	8	-13	-8	-3	7	4	-13	-7
CCOc1cccc2sc(NC(=O)CC)nc12	0.7	17	-4	-6	17	-3	6	-2	-9
CCCCNC(=O)CCSc1ccc(C)cc1	0.4	0	-6	-1	15	-3	-5	15	2
CCOC(=O)C1(C)CCCN1C(=O)c1ccccc1OC (configuration not stated)	0.2	-1	-2	nt	-2	5	-10	5	nt
CCN(CC)C(=O)[C@H]1C[C@H](CC(=O)NC/C=C(\C)CCC=C(C)C)C(=O)N2CCc3c([nH]c4ccc(Cl)cc34)[C@]12C	0.5	7	-5	nt	-3	-4	-6	-25	-26
CCn1c(CNC(=O)c2ccc3c(c2)OCO3)nnc1SCC(=O)Nc1ccccc1F	-1.4	-1	-8	0	-3	-4	-5	-8	-6
O=C(CN1CCN(S(=O)(=O)c2ccc(Br)cc2)CC1)Nc1ccccc1C(=O)c1ccccc1	-0.2	-1	-2	6	3	1	-2	-2	-15
Cc1c(Cl)cccc1NC(=O)COC(=O)Cc1ccsc1	0.1	4	-2	-3	9	-21	-7	-2	0
Cc1c(NC(=O)C(C)OC(=O)c2cccc([N+](=O)[O-])c2)c(=O)n(-c2ccccc2)n1C (configuration not stated)	-0.2	-1	-7	-1	-2	-1	1	-4	-2
C[C@@H]1CN([C@H](C)CO)C(=O)c2cc(Br)cnc2O[C@@H]1CN(C)C(=O)NC1CCCC1	0.6	1	-3	nt	9	-6	-10	-4	nt
Cc1c(C(=O)NCCCN2CCCC2=O)oc2ccc(S(=O)(=O)N3CCOCC3)cc12	1.0	12	0	1	1	-10	-13	-12	-4
Cc1cc(C)cc(NC(=O)N2CCCC2C(=O)Nc2ccc(-n3cnnn3)cc2)c1 (configuration not stated)	0.0	14	-3	-1	6	-5	1	-4	-22
Cc1cc(NC(=O)C(=O)NCCN2CCN(C(=O)c3cccs3)CC2)ccc1Br	0.8	2	-4	-9	15	-18	-5	-6	-18
Cc1noc(C)c1COc1cccc(C(=O)Nc2ccc(OCc3ccccc3)cc2)c1	1.4	13	-5	-9	3	-3	-7	19	-1
Cc1ccc(N2CCN(C(=O)c3[nH]c(C(F)(F)F)nc3-c3ccccc3)CC2)cc1	0.8	0	-1	nt	-2	-6	-15	-10	nt
CN(C)S(=O)(=O)c1ccc(S(=O)(=O)NCc2ccc3c(c2)OCO3)cc1	2.3	4	-2	-10	3	-9	-9	-13	13
O=C(O)C/C(=C\c1cccc(NC(=O)c2ccccc2Cl)c1)c1nc2ccccc2s1	1.6	2	-4	-5	4	-11	-5	0	-14
COc1cc(N2N=C(c3ccccc3)CC2c2ccccc2)c(C=O)cc1C=O (configuration not stated)	0.7	1	1	-1	-3	7	-17	3	-12
O=C(N/N=C\c1ccc(F)cc1)c1cc(OCC(F)(F)F)ccc1OCC(F)(F)F	0.1	11	-6	-2	-4	1	9	44	-9
CCn1c(O)c(/C=N/N=C/c2ccccc2)c2ccc(C3=NNC(=O)CC3)cc21	3.2	13	-2	-1	13	-10	0	37	-16
Cc1ccn2c(CN(C)CCn3nc(C)cc3C)c(C(=O)N3CCCCCC3)nc2c1	1.1	6	-14	-4	14	-8	-5	6	6
CC(C)C[C@@H](CN1CCC[C@H]1CN1C(=O)C(=O)NC[C@@H]1Cc1ccc(O)cc1)N1C[C@H](Cc2ccc(O)cc2)N(CC2CCCCC2)C(=O)C1=O	0.9	2	nt	nt	2	-14	nt	1	nt
Oc1c(C=C2N=c3ccccc3=N2)sc(=S)n1-c1ccc(F)cc1	3.5&1.5	3&12	-6&3	-5&-8	19&-4	9&10	3&-9	19&4	-3&3
CC1(C)Cc2cccc(OCC(=O)NCc3ccc(F)cc3)c2O1	0.5	1	-2	-3	-10	6	17	15	-26
COc1ccc(CCNc2nc(N3CCCCC3)nc(N3CCCCC3)n2)cc1OC	-0.7	0	-6	-19	-5	0	5	41	-25
O=C(OCc1nnc(-c2ccccc2)o1)C1CCN(C(=O)c2ccc(Cl)cc2)CC1	2.1	7	-3	nt	9	-3	3	-23	nt
CC(C)C1OC2c3cccc4cccc(c34)C2N1c1ccccc1 (configuration not stated)	-0.1	3	-4	-4	8	1	3	9	-11
CC(C)C[C@H](NC(=O)[C@H](Cc1ccccc1)n1c(=O)[nH]c2ccccc2c1=O)C(=O)N1CCC(C(=O)O)CC1	0.2	2	-5	-4	-15	9	7	-16	-10
Cc1ccc(S(=O)(=O)N(C)c2ccc(OCC(=O)Nc3ccc(C(=O)N(C)C)cc3)cc2)cc1C	1.3	19	1	-6	6	-10	-6	22	-7
Cc1nn(Cc2ccccc2Cl)c(C)c1NC(=O)CCCn1nc(C)c([N+](=O)[O-])c1C	0.5	-1	-1	-3	-14	0	1	-19	-20
Cc1cc(C)c2[nH]c(=O)c(CN(Cc3cccnc3)C(=S)NCCCN(C)C)cc2c1	0.4	4	-7	-6	16	-1	-8	-43	-7
CCOC(=O)Cn1c(=N)n(CCOc2ccc3ccccc3c2)c2ccccc21	4.5	58*	4	-9	9	12	8	11	-4
CCC1=C2CC[C@H]3C(=O)N(CC)C(=O)[C@H]3[C@H]2[C@@]2(Cc3ccccc3)C(=O)N(Cc3ccccc3)C(=O)N2C1=O	-0.4	0	-5	-3	1	-4	9	8	-17
CCOC(=O)CSc1nc(N)c2c3c(sc2n1)CCCC3	0.7	3	-4	-5	22	-16	-21	-7	-13
Cc1ccc(NS(=O)(=O)c2c(C)[nH]c(=O)[nH]c2=O)c(Br)c1	0.9	0	-2	-2	6	-17	-6	-2	-21
COc1ccc(S(=O)(=O)N2CCC(C(=O)NCc3cccs3)CC2)cc1	2.0	0	-5	-5	13	-10	4	9	-9
O=[N+]([O-])c1ccc(NN=Cc2ccco2)nc1	1.4	7	-3	nt	8	-7	-6	-6	nt
CC1CCCN(C(=O)C(=O)Nc2ccc3nc4n(c(=O)c3c2)CCCCC4)C1 (configuration not stated)	5.6	2	-3	-6	11	1	15	-2	4

Carrying on.
SMILES	M1 ag parental	TAAR1 ag	M1 ag	OXTR potentiate	M1 PAM parental	CHO-K1 Ca antag	M1 antag	TAAR1 antag	CHO parental Ca
CCc1c(O)nc(SCC(=O)Nc2ccc(C)cc2)n(C2CCCCC2)c1=O	5.9	3	0	-7	14	-25	-10	3	-3
COc1cc2c(cc1OC)C(c1cccs1)N(C(=S)NC(C)C)CC2 (configuration not stated)	0.7	3	-7	-11	9	-11	-3	30	-16
CC1CCc2sc(C(=O)OCC(=O)NC(C)C)cc2C1 (configuration not stated)	-0.1	2	0	-10	-7	1	6	-6	-14
Clc1ccc(Cn2cnc3ccccc32)cc1	7.4	1	3	-9	13	-9	4	12	-2
COCc1[nH][nH]c(=O)c1C=NCC(=O)OC	6.6	12	-7	1	20	5	-2	-17	-6
COc1cc(CC(=O)Nc2ccccc2N2CCOCC2)cc(OC)c1OC	0.6	2	-6	-3	11	-4	-13	-4	12
Cc1ccc(Cn2ccc(NC(=O)c3cc(-c4cccs4)on3)n2)cc1	0.2	5	-5	-3	9	-12	-6	2	-9
O=C(Cc1cn2ccsc2n1)OCc1ccccc1	0.2	20	-1	-11	-4	-5	-11	-27	-12
